RSV antiviral HEp-2 = RSV antiviral activity via CPE protection, HEp-2 cells, primary 10 µM value included (AID 2391); HEp-2 cells, RSV-induced CPE inhibition; higher % means a stronger effect; one-dose CPE inhibition, % at 10 µM; IC50 in µM for titrated hits; hit rate 0.13% among 310,000; in the data active = a potency from the dose series; note: strong numbers were not always called active
SIAH1 antagonists = Siah-1 peptide-binding antagonists, primary screen, biochemical, fluorescence polarization, rhodamine-plectin, uHTS (AID 1817). E3 ubiquitin-protein ligase SIAH1 (Homo sapiens). one-dose displacement, % at 20 µM; IC50 in µM for titrated hits. Siah-1 / rhodamine-plectin peptide fluorescence polarization; higher % means a stronger effect. hit rate 0.02% among 290,000;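 active = displacement of at least 50% at 20 µM, with a fluorescence ratio check between 0.3 and a set limit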;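 note: plate controls were Siah plus tracer with DMSO for no effect and tracer alone without Siah for full effect; strong numbers were not always called active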
AID2073 = inhibitors of Mint1-CaV2.2 protein interaction, biochemical, HTRF (AID 2073) | inhibition, % at 20 µM; hits with a dose series show IC50 in µM | HTRF protein-protein interaction, Mint1-CaV2.2; higher % means a stronger effect | hit rate 0.19% among 290,000 | Voltage-dependent N-type calcium channel subunit alpha-1B (Homo sapiens); in the data active = inhibition mostly above about 51%, no sharp cut-off; note: some results filed as inactive read as strong as hits
Rac1 GTP hydrolysis = MgcRacGAP GTPase-activating activity inhibitors, confirmation, biochemical, ADP Hunter fluorescence; Rac GTPase-activating protein 1 (Homo sapiens); MgcRacGAP-stimulated Rac1 GTP hydrolysis, ADP Hunter fluorescence; higher % means a stronger effect; GST-tagged Rac1 F28L mutant substrate; inhibition, % at 30 µM, or IC50 in µM where a hit was titrated; hit rate 0.6% among 340,000;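 active = first-screen hits whose inhibition reached a set limit at any dose in the follow-up dose series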;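 note: fluorescence reports GDP produced by GAP-driven GTP hydrolysis; strong numbers were not always called active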
K1F lysis inhibition = inhibition of K1F phage lysis, E. coli UTI89, bacterial capsule biogenesis inhibitors, alamar blue (AID 488966). E. coli UTI89 K1F phage lysis, alamar blue, 2 h; higher % means a stronger effect. inhibition, % at 100 µM; hits with a dose series show IC50 in µM. hit rate 0.02% among 340,000;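 active = phage lysis inhibition, versus mean bacterial control, above a set limit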;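 note: capsule biogenesis inhibitors block K1F phage lysis so surviving cells raise fluorescence; higher fluorescence means more inhibition of phage lysis; actives were called in the ten point dose series up to 300 µM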
West Nile virus CPE = West Nile virus antiviral activity, cell-based, CPE readout (AID 1621); West Nile virus-infected cells, CPE inhibition; higher % means a stronger effect; one-dose CPE inhibition, % at 10 µM; IC50 in µM for titrated hits; hit rate 0.02% among 290,000; in the data active = a potency from the dose series; note: strong numbers were not always called active
Large T inhibition = SV40 large T antigen inhibitors, biochemical (AID 1903); SV40 large T antigen ATPase/helicase inhibition assay; higher % means a stronger effect; one-dose inhibition, % at 20 µM; IC50 in µM for titrated hits; hit rate 0.39% among 310,000; in the data active = a potency from the dose series; note: strong numbers were not always called active
NS5 inhibitors = Dengue-2 NS5 methyltransferase inhibitors, primary screen, biochemical, confirmation dose response (AID 588689) | Genome polyprotein (Dengue virus type 2 (strain 16681-PDK53)) | Dengue-2 NS5 methyltransferase capping enzyme assay, biochemical; higher % means a stronger effect | inhibition, % at 25 µM, or IC50 in µM where a hit was titrated | hit rate 0.3% among 340,000; in the data active = a potency from the dose series
NTR1 agonist = agonists of NTR1, primary screen, imaging, U2OS cells, beta-arrestin-GFP, high content (AID 493036). activation, % at 20 µM. hit rate 0.17% among 330,000. Neurotensin receptor type 1 (Homo sapiens), P30989. NTR1-U2OS beta-arrestin-GFP spot imaging, agonist mode;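 active = activation at or above 40% of the spot to cytoplasm intensity ratio, with at least 20 cells analyzed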;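 note: 0% = DMSO without peptide and 100% = 100 nM NTR1 peptide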
Target sequence (P30989 whole entry, looked up): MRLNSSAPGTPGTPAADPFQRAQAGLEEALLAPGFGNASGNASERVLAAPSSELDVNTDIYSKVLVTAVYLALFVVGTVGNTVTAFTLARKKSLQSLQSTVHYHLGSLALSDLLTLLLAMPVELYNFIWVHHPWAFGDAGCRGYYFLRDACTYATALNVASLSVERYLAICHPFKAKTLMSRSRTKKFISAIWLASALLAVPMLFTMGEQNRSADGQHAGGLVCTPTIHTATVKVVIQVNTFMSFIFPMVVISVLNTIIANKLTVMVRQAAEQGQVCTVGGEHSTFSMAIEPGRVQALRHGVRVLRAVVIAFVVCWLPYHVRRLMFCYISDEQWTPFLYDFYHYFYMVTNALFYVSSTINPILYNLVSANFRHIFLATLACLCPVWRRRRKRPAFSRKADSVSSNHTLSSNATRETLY
NTR1 agonist cell count 20 µM = also measured in NTR1 agonist; calls as there; cell count; measured here: cell count, cytotoxicity flag
NS5 inhibitors pilot replicate = further read-out of NS5 inhibitors, marked with its call; inhibition, %; measured here: pilot screen replicate inhibition
Active calls of the source: *; . = no result given; [ ] = another dose, or the depositor's remark.

SMILES	RSV antiviral HEp-2	SIAH1 antagonists	AID2073	Rac1 GTP hydrolysis	K1F lysis inhibition	West Nile virus CPE	Large T inhibition	NS5 inhibitors	NTR1 agonist	NTR1 agonist cell count 20 µM	others
CC(=O)c1ccc(NC(=O)C(C)OC(=O)C(C)Oc2cccc(C)c2)cc1 (stereo not drawn)	1.3%	5%	-14%	5%	0.9%[50 µM]	-0.7%	8%	-2%	0.0	72
CN(CC(=O)Nc1ccc(F)cc1)C(=O)CSc1ccc2c(c1)OCCO2	1.0%	.	.	3%	0.5%[50 µM]	.	.	-1%	1.7	78
COc1ccc(-c2cc(C(=O)OCC(=O)N(C)C3CCS(=O)(=O)C3)c3ccccc3n2)cc1OC (stereo not drawn)	0.2%	5%	2%	8%	-0.6%	0.0%	2%	-7%	1.2	47
CC(C(=O)Nc1ccccn1)c1ccccc1 (stereo not drawn)	0.8%	4%	2%	0%	0.2%	-0.2%	10%	-7%	-1.0	65	NS5 inhibitors pilot replicate=-7.9
COc1cc(Cl)c(C)cc1NC(=O)c1ccc2c(SCC(=O)O)c3c(nc2c1)CCCC3	8.7%	39%	53%*	6%	0.2%	0.2%	31%	-11%	3.1	31
COc1ccccc1NS(=O)(=O)c1cccc(NC(=O)NC2CCCCC2)c1	17%	-3%	2%	3%	4.0%	-1.1%	18%	-2%	2.5	61
O=C(CN1CCN(S(=O)(=O)c2ccc(Cl)s2)CC1)N1CCCCC1	0.8%	.	.	5%	0.1%[50 µM]	.	.	-10%	-1.8	59
Cc1c(OCC(=O)NCc2cccnc2)ccc2c3c(c(=O)oc12)CCCC3	0.7%	6%	13%	10%	0.1%	0.0%	7%	-15%	0.0	74
CS(=O)(=O)c1nc(S(=O)(=O)c2ccc(Cl)cc2)c(NCCCn2ccnc2)s1	1.6%	2%	10%	-4%	0.2%	1.3%	5%	23%	0.4	50
Cn1c(=O)c2c(nc(SCc3cccnc3)n2Cc2ccccc2)n(C)c1=O	1.5%	3%	9%	10%	4.7%	-0.6%	4%	-8%	1.5	63
O=C(CSc1nnnn1-c1cccc(Cl)c1)Nc1ccc2c(c1)CCC2	-0.8%	3%	8%	.	.	-0.4%	5%	.	3.1	57
COc1ccc(S(=O)(=O)N2CCOC2CNC(=O)C(=O)NCCc2ccccc2)cc1 (stereo not drawn)	1.9%	4%	5%	6%	1.5%	-1.3%	13%	-3%	0.7	41
COC(=O)c1ccccc1NC(=O)COc1ccccc1[N+](=O)[O-]	0.2%	-3%	-5%	7%	-0.3%	-0.2%	11%	-2%	2.8	44
COc1ccccc1N(Cc1ccccc1)S(=O)(=O)c1cccc(C(=O)Nc2ncccc2C)c1	9.0%	.	.	-4%	-0.5%[50 µM]	.	17%	-3%	1.5	66
CN(Cc1cccs1)C(=O)CCCc1c[nH]c2ccccc12	0.9%	-1%	-4%	-20%	-0.3%	-0.7%	-5%	-13%	1.0	40
CC(=O)NCCn1c(SCC(=O)c2ccccc2)nc2ccccc2c1=O	2.1%	3%	3%	5%	4.9%	0.7%	19%	1%	1.6	75
CSc1ccccc1NC(=O)CN(C)CC(=O)Nc1ccccc1N1CCOCC1	0.4%	-5%	-5%	3%	0.3%	-0.1%	15%	-8%	2.2	58
O=[N+]([O-])c1ccc(N/N=C/c2cccc(O)c2O)cc1	13%	17%	-2%	19%	0.4%	-0.9%	14%	-22%	9.8	54	NS5 inhibitors pilot replicate=-17
O=C(Nc1ccc2nsnc2c1)c1ccc2c(c1)OCO2	1.7%	3%	0%	3%	8.6%	0.1%	6%	-3%	2.2	71
Cc1ccccc1-c1nnn(CC(=O)N2CCN(S(=O)(=O)c3ccc(Cl)cc3)CC2)n1	5.1%	-8%	16%	6%	0.6%	-0.7%	9%	-5%	4.3	51
CCC(=O)Nc1ccc(Cl)c(NC(=O)c2ccccc2OC)c1	5.4%	5%	29%	12%	0.2%	0.2%	-1%	-4%	0.1	70
COCCNCCCCSc1ccc(Cl)cc1	-1.0%	3%	-5%	20%	0.0%	-0.3%	-1%	1%	-0.8	76
Cc1cccc(NC(=O)NCCN2CCN(c3ccccc3)CC2)c1C	-0.4%	-3%	5%	9%	-0.1%	-0.8%	8%	-4%	-1.7	82
Cc1ccc2[nH]c3c(c2c1)SC(C)(C)CC3=O	1.7%	5%	12%	6%	0.5%	-0.2%	4%	8%	3.0	44
Cc1nnc2n1N=CC=C(C(C)(C)C)S2	0.8%	5%	-3%	5%	0.2%	1.0%	1%	-3%	0.5	71	NS5 inhibitors pilot replicate=2.1
CCCCC(=O)NCCc1cc2ccc(OC)cc2[nH]c1=O	-0.1%	3%	8%	6%	0.0%	0.1%	2%	-3%	1.3	60
COc1ccc(C(C(=O)NC(C)(C)C)N(C(=O)Cn2nnc3ccccc32)c2ccc(C(C)=O)cc2)cc1O (stereo not drawn)	0.5%	6%	10%	1%	1.0%	-0.1%	17%	-8%	-0.2	51
Oc1ccc(-c2nccc(-c3ccc(F)cc3)n2)cc1	1.8%	-5%	10%	9%	0.2%	0.1%	6%	-6%	4.5	97
Nc1nnnn1/N=C/c1ccccc1C(F)(F)F	9.2%	-4%	-4%	-8%	-0.1%	0.0%	3%	1%	0.8	62
COc1ccc(/C=C2\Oc3cc(OCC(=O)N4CCC[C@H]4C(=O)O)ccc3C2=O)cc1OC	0.6%	8%	22%	4%	-2.8%	-0.5%	.	-7%	-0.8	73

Part of the list above in order of molecular weight, highest first:
SMILES	RSV antiviral HEp-2	SIAH1 antagonists	AID2073	Rac1 GTP hydrolysis	K1F lysis inhibition	West Nile virus CPE	Large T inhibition	NS5 inhibitors	NTR1 agonist	NTR1 agonist cell count 20 µM	others
Cc1ccccc1-c1nnn(CC(=O)N2CCN(S(=O)(=O)c3ccc(Cl)cc3)CC2)n1	5.1%	-8%	16%	6%	0.6%	-0.7%	9%	-5%	4.3	51
CCC(=O)Nc1ccc(Cl)c(NC(=O)c2ccccc2OC)c1	5.4%	5%	29%	12%	0.2%	0.2%	-1%	-4%	0.1	70
COCCNCCCCSc1ccc(Cl)cc1	-1.0%	3%	-5%	20%	0.0%	-0.3%	-1%	1%	-0.8	76

More structures:
SMILES	RSV antiviral HEp-2	SIAH1 antagonists	AID2073	Rac1 GTP hydrolysis	K1F lysis inhibition	West Nile virus CPE	Large T inhibition	NS5 inhibitors	NTR1 agonist	NTR1 agonist cell count 20 µM	others
Cc1ccccc1N1CCN(C(=S)c2ccccc2)CC1	3.2%	-5%	-7%	5%	1.3%[50 µM]	-1.4%	10%	-4%	4.0	59
Cc1ccc(S(=O)(=O)NC2CCCC2)cc1C	0.4%	2%	2%	5%	3.0%	-0.8%	6%	10%	-0.4	55
Cc1ccc(N2C(=O)N(CC(=O)NCc3ccccc3Cl)C(=O)C2C)cc1 (stereo not drawn)	7.5%	-2%	4%	6%	0.3%	-1.5%	12%	-4%	3.4	64
CCN(CC)CCOC(=O)c1ccc(NC(=O)c2cn(-c3ccccc3)nc2-c2cccs2)cc1	.	3%	16%	14%	1.0%	0.4%	6%	1%	38	59
C[C@H](NC(=O)c1nc[nH]c1C(=O)N[C@@H](C)C(=O)OC(C)(C)C)C(=O)OC(C)(C)C	3.2%	8%	6%	9%	1.0%	0.3%	20%	2%	0.6	67
COCCOC(=O)c1[nH]c2c(c1C)C(=O)CC(c1cc(OC)c(OC)c(OC)c1)C2 (stereo not drawn)	3.4%	1%	1%	6%	0.3%	-0.9%	8%	0%	0.2	96
CCn1c(=O)c(C(=O)NC(C)c2ccccc2)c(O)c2ccccc21 (stereo not drawn)	4.8%	3%	21%	4%	0.2%	-1.5%	8%	-7%	4.2	60	NS5 inhibitors pilot replicate=-4.6
Cc1ccc2nc(SCC(=O)Nc3ccc(Cl)cc3)nc(=O)n2c1	-0.7%	.	.	6%	0.4%[50 µM]	.	15%	4%	-0.7	46
O=C(NCCN1CCOCC1)/C(=C\c1ccc(F)cc1)NC(=O)c1ccccc1	1.2%	-3%	11%	8%	0.0%	0.1%	.	-10%	0.0	74
O=C(O)CSc1nc(SCc2ccccc2Cl)nc2c1CCCC2	2.0%	4%	7%	8%	-1.8%	1.3%	5%	7%	0.9	84
Cc1nn(CC(=O)N(C)C)c(=O)c2ccccc12	0.6%	-1%	-1%	7%	0.4%	0.5%	6%	-7%	4.9	95
O=C(CCC(=O)N1CCN(S(=O)(=O)c2ccc(Cl)cc2)CC1)Nc1cccc(Br)c1	2.4%	1%	-1%	1%	1.3%[50 µM]	0.6%	3%	1%	2.6	59
CC12C(=O)N(c3ccccc3)C(=O)C1C(c1ccccc1)N1CCCN12 (stereo not drawn)	0.7%	0%	0%	14%	-1.4%	0.4%	10%	1%	-0.3	42
C=CCn1c(SCc2cc(=O)n3ccsc3n2)nc2scc(C3CC3)c2c1=O	40%	0%	2%	10%	0.0%	-1.4%	.	-5%	5.3	84
Cn1c(=O)c(=O)n(C)c2cc(N3CCOCC3)c(NS(=O)(=O)c3ccc(Br)cc3)cc21	5.9%	6%	-1%	13%	-0.1%	-0.2%	3%	3%	0.8	46
Cc1ccc2cc(CN(C(=O)C3CCCO3)C3CCCCC3)c(=O)[nH]c2c1 (stereo not drawn)	6.2%	0%	12%	6%	-0.6%[50 µM]	0.2%	14%	5%	0.0	62
CCNC(=O)N(C)C[C@H]1N[C@@](C)(C(=O)OC)[C@H]2C(=O)N(Cc3ccccc3)C(=O)[C@@H]12	.	.	.	2%	2.2%	.	.	5%	-1.8	63	NS5 inhibitors pilot replicate=0.6
Cc1cc(C[n+]2ncsc2N)c2ncccc2c1	19%	12%	-6%	3%	0.1%	-0.1%	12%	-15%	29	46
N#Cc1ccccc1OCC(=O)OCCCOC(=O)COc1ccccc1C#N	3.1%	7%	1%	5%	0.0%	0.3%	1%	5%	2.0	42
COc1ccc(OC)c(Nc2nc(N)c([N+](=O)[O-])c(NC3CCCCC3)n2)c1	1.8%	2%	19%	5%	0.1%	0.1%	2%	-2%	2.5	93
Cc1ccc(SCc2cc(=O)[nH]c(/N=C(\N)Nc3cccc4ccccc34)n2)cc1	0.5%	-1%	5%	4%	0.3%	0.3%	8%	-1%	-0.4	78
Brc1ccc(C2=Nc3cccc4cccc(c34)N2)o1	20%	29%	-20%	21%	0.3%[50 µM]	-0.4%	21%	4%	0.3	81
O=C(OCc1ccccn1)c1ccc(COc2ccccc2Cl)o1	3.2%	-1%	-2%	2%	1.0%	-0.2%	6%	-1%	-1.3	60
Cc1ccc2cc(CN(Cc3ccco3)C(=S)NCC3CCCO3)c(=O)[nH]c2c1C (stereo not drawn)	2.0%	3%	17%	4%	-0.2%	-1.2%	6%	-2%	0.1	49
CCOC(=O)/C=C/c1ccc2oc3ccccc3c(=O)c2c1	-0.9%	-2%	12%	5%	0.3%	0.8%	5%	4%	5.6	79
O=S(=O)(NC1CCCCC1)c1ccc(S(=O)(=O)N2CCN3CCCC3C2)cc1 (stereo not drawn)	-2.4%	2%	28%	4%	2.6%	-0.7%	-2%	-1%	0.7	64

Bioassay records deposited in PubChem by several laboratories.

Compounds were not picked by outcome; 1.6% or so of the library scored in one or more.
